Assay outcomes deposited in PubChem BioAssay by several laboratories.
CRFBP-R2 block – CRF-BP/CRF-R2 complex antagonism. HEK293 CRF-R2/CRF-BP, CRF-induced calcium fluorescence. inhibition, % at 11.8 µM. hit rate 0.59% among 350,000. AID 588475;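 active = inhibition of the ligand-induced calcium signal above about 50% at the single tested concentration, limit read from the data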
M4 PAM – potentiates acetylcholine response at human M4 receptor. P08173. CHO-K1 hM4/Gqi5, Fluo-8 calcium fluorescence, ACh EC20; 0% = ACh EC20, 100% = maximal ACh. activation, % at 3 µM. hit rate 0.4% among 360,000. AID 624126;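 active = activation above its plate's cutoff, the mean activation of sample wells plus 3 SD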; note: some results filed as inactive read as strong as hits
Target sequence (P08173 whole entry, looked up): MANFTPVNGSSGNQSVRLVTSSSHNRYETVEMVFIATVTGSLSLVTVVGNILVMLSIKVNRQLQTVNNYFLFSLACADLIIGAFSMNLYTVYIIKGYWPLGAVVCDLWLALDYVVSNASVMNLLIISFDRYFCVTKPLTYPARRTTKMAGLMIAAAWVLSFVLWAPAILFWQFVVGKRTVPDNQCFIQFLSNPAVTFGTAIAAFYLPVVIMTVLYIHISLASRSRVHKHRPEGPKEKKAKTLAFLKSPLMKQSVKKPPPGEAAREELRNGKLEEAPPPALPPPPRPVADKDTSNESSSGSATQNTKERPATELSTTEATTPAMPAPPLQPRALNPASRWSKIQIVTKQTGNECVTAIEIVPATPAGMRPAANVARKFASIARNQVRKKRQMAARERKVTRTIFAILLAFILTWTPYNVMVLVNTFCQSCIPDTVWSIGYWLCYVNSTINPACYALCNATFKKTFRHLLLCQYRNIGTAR
CHRM5 antagonist – antagonists of human muscarinic M5 receptor (CHRM5). P08912. CHO-hM5 cells, Fluo-8 calcium fluorescence, ACh EC80. inhibition, % at 3 µM. hit rate 0.59% among 360,000. AID 624040;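 active = inhibition above a per-plate cutoff, the mean of that plate's test compounds plus 3 SD, cut at about 27% in these data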;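 note: 0% = acetylcholine EC80 with DMSO and 100% = DMSO without agonist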
CHRM5 agonist – CHRM5 agonism in calcium assay. P08912. CHO-K1 hM5 cells, Fluo-8 calcium fluorescence; 0% DMSO wells, 100% maximal acetylcholine response. activation, % at 3 µM. hit rate 0.19% among 360,000. AID 624037;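 active = activation above the run's mean over test compounds plus 3 SD, cut at about 23% in these data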;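 note: signal is peak over basal fluorescence ratio across the kinetic read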
M5 PAM – positive allosteric modulators of human muscarinic M5 receptor. P08912. CHO-K1 hM5, Fluo-8 calcium, ACh EC20 PAM; 0% = ACh EC20, 100% = ACh EC100. activation, % at 3 µM. hit rate 0.3% among 360,000;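 active = activation above the run cutoff, the mean activation of all test compounds plus 3 SD, cut at about 18% in these data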
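Assay system: CHO-K1 hM5 cells. Also added: acetylcholine at EC20 concentration, added after compound. Dosing: 3 µM, single dose. Times: compound preincubation 140 s before EC20 acetylcholine addition. Signal: Fluo-8 calcium fluorescence. Measure: % activation relative to EC20 and EC100 ACh responses. Repeats: singlicate, one well per test compound.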
CHRM4 agonist – agonists of human muscarinic M4 receptor (CHRM4). CHO-K1 hM4/Gqi5, Fluo-8 calcium fluorescence; vehicle 0%, full acetylcholine response 100%. hit rate 0.14% among 360,000. activation, % at 3 µM. P08173;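 active = activation above the run mean over all test wells plus 3 SD, cut at about 32% in these data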;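 note: peak over basal fluorescence ratio per well then scaled between controls; 0% = DMSO wells and 100% = acetylcholine at EC100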
CHRM4 antagonist – CHRM4 antagonism in calcium assay; inhibition, % at 3 µM; AID 624125; P08173; CHO-hM4 cells, ACh EC80, Fluo-8 calcium fluorescence; hit rate 0.73% among 360,000;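 active = inhibition above its plate's cutoff, the mean inhibition of sample wells plus 3 SD, cut at about 27% in these data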;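 note: 0% = acetylcholine EC80 with DMSO and 100% = DMSO without agonist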
M1 PAM – positive allosteric modulators of human M1 muscarinic receptor; hit rate 0.088% among 360,000; P11229; CHO-K1 hM1, Fluo-8 calcium fluorescence, ACh EC20; 0% = ACh EC20, 100% = maximal ACh; activation, % at 3 µM; AID 588819; in the data active = activation above about 19%, passing the limit was not always enough
CRFBP-R2 agonist – agonists of human CRF-binding protein/CRF-R2 receptor complex; activation, % at 13.2 µM; hit rate 0.46% among 350,000; HEK293 CRF-R2/CRF-BP, calcium dye fluorescence (FLIPR); percent of saturating CRF peptide response; AID 588473;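 active = activation of at least 50%, plus an integration ratio under a set limit after plate pattern correction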;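 note: plate controls were neutral control wells without compound for no effect and CRF at EC100 for full effect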
Active calls of the source: *; / = not tested or not shown.

entry	CRFBP-R2 block	M4 PAM	CHRM5 antagonist	CHRM5 agonist	M5 PAM	CHRM4 agonist	CHRM4 antagonist	M1 PAM	CRFBP-R2 agonist	SMILES
1	-18	3	-14	-1	5	9	-11	-1	-1.3	Cc1ccc([C@H]2C[C@@H](O)[C@H](n3cc(COC(=O)c4ccccc4)nn3)CN2C(=O)C2CCCCC2)cc1
2	18	-7	8	-4	-11	5	6	-6	0.0	CC(C)(C)C(=O)Nc1nc(-c2ccccc2)ns1
3	-1	-10	29*	3	-23	18	15	-29	30	S=C(Nc1ccc(Cl)c(Cl)c1)NC1CCCCC1
4	-1	-4	-8	-6	5	0	8	5	-0.9	Cc1ccc(CNC(=O)CCCNS(=O)(=O)c2cccc3nonc23)cc1
5	7	-8	4	4	-12	10	-4	-1	-0.7	Cc1ccccc1Nc1nc(N)nc(COC(=O)[C@@H](NC(=O)c2ccccc2Cl)C(C)C)n1
6	11	13	-5	1	6	-1	0	8	0.7	CC(C)(C)C1CCc2c(sc3nc(SCC(N)=O)nc(N)c23)C1 (configuration not stated)
7	3	-2	-10	-2	2	1	-15	7	-1.7	COc1ccc(N=NC2C(=O)N(c3ccccc3)N=C2C)cc1 (configuration not stated)
8	6	10	2	-4	1	0	-9	9	-2.1	O=S(=O)(Nc1ccc(Br)cn1)c1ccc2ccccc2c1
9	17	-5	5	-2	-9	2	-12	-2	0.1	CCCCNC(=O)c1ccccc1NC(=O)CCSc1ccccc1
10	-2	-2	-2	0	-1	2	5	2	0.9	COc1cc(/C=N/NC(=O)COc2ccc(Cl)cc2)ccc1OS(=O)(=O)c1ccc(C)cc1
11	-8	-3	1	-2	4	0	9	-1	1.7	CCCN1CCN(C(=O)c2ccc(CS(=O)c3ccc(Cl)cc3)o2)CC1 (configuration not stated)
12	-8	-6	8	-9	-32	8	-7	-4	3.2	O=C(CN1CCCN(S(=O)(=O)c2ccc(F)cc2)CC1)Nc1ccccc1Br
13	/	3	5	0	-4	0	-2	/	/	Cc1cc2c(c(=O)o1)C1(C)CC(C)(O2)c2c(cc(C)oc2=O)O1
14	4	0	0	-1	2	1	3	13	-7.7	CC(C)(C)n1nnnc1C(c1cccs1)N1CCN(c2ccccc2)CC1 (configuration not stated)
15	-25	-5	6	-1	-6	3	16	-13	5.7	COc1ccc(S(=O)(=O)NCc2ccc3c(c2)cc(C)n3C)cc1
16	-3	-2	5	-6	-7	-2	2	-1	3.7	CCCNc1nc(-c2ccccc2)c(C(=O)OCC)cc1C#N
17	5	3	2	-5	-5	2	0	-10	0.5	CN1CCC(N(C)CC(=O)Nc2cccc(Oc3ccccc3)c2)CC1
18	39	-2	6	-3	-5	1	-2	3	0.2	COCCN1C(=O)c2oc3c(C)cc(C)cc3c(=O)c2C1c1cccc(O)c1 (configuration not stated)
19	14	3	4	3	1	1	3	1	-0.1	CCN(C(=O)COC(=O)c1nc(Cl)ccc1Cl)C1CCS(=O)(=O)C1 (configuration not stated)
20	/	2	-8	-2	7	2	-13	4	/	CC(C)NC(=O)c1cc(C2CCCCN2C(=O)CCCc2ccccc2)on1 (configuration not stated)
21	6	-3	-4	-3	5	0	-1	7	-2.4	CCN(CC)S(=O)(=O)c1ccc(N2CCOCC2)c(C(=O)O)c1
22	-19	3	1	0	1	0	-8	9	-2.3	CC(=O)c1cccc(NC(=S)NC(=O)CC(C)C)c1
23	56*	3	-3	-3	3	0	-8	-4	0.5	COc1cc(C=O)ccc1Oc1cnccn1
24	-5	8	0	-2	-4	2	-3	-2	0.0	CCc1c(C)nc(N)n2c(SCC(=O)N3CCCc4ccccc43)nnc12
25	-3	14	-1	-5	4	1	-11	11	8.3	C/C(=N\NC(=O)COc1cccc(C)c1)c1ccc2ccccc2c1O
26	-6	-6	0	3	-7	14	-5	-1	-0.7	COc1ccccc1N(C)S(=O)(=O)c1ccc(C(=O)N(C)Cc2cccc(OC)c2OC)cc1
27	-3	17	-4	2	5	1	-7	8	-1.9	Cc1ccc(C(=O)N2CCOCC2)cc1S(=O)(=O)Nc1cccc(C)c1C
28	5	8	-1	-5	-1	1	6	-2	0.0	COc1ccc(Cc2nnc3sc(SCC(=O)Nc4ccccc4)nn3c2=O)cc1OC
29	-27	3	2	-5	-1	0	2	3	0.8	CN(C)Cc1cc(C(C)(C)C)c(O)c(C(C)(C)C)c1
30	0	5	-15	-6	2	2	-19	10	0.3	O=C(CSc1nnc(-c2ccco2)n1-c1ccccc1)NCC1CCCO1 (configuration not stated)
31	-14	27	-2	-2	1	2	5	-1	0.7	O=C(Nc1ccc(F)c(F)c1)c1ccc2c(c1)OCO2
32	28	2	3	-8	1	2	3	2	0.6	Fc1cccc(-n2ncc(-c3nnnn3-c3ccccc3)c2C(F)(F)F)c1
33	18	7	4	-4	2	1	-9	11	-1.0	COc1ccc2c(c1)C(=O)N(CCc1ccc(S(=O)(=O)NC(=O)NC3CCCCC3)cc1)C(=O)C2(C)C
34	-13	-4	12	-3	0	0	-7	22	0.1	Cn1c(=O)n(C)c2cc(C(=O)Nc3ccc(Br)cc3)ccc21
35	31	10	-6	-2	2	5	3	5	-3.1	COc1ccc(NC(=O)Nc2ccccc2F)cc1
36	-6	-4	1	-17	2	0	-5	13	-0.5	Cc1ccc(C)c(N(CC(=O)N2CCCCCC2)S(C)(=O)=O)c1
37	18	25	-4	9	-6	1	19	6	-3.4	CCOC(=O)CC(=O)CSc1nc2ccccc2c(=O)n1-c1ccc(C(=O)NCCOC)cc1
38	8	-10	1	2	-3	0	11	1	-2.4	NNC(=O)Cn1c2ccccc2c2ccccc21
39	24	3	5	-10	-8	-1	3	-6	-1.5	O=C(NC1CCCc2ccccc21)c1cccc(F)c1 (configuration not stated)
40	41	-5	4	0	-4	1	1	-1	22	N#C/C(=C(/O)c1cc2ccccc2o1)c1nc2ccccc2s1
41	11	10	3	-1	-5	1	3	9	-1.1	CCOC(=O)/C=C1\SCC(=O)N1CC(O)CN1C(=O)CS/C1=C\C(=O)OCC
42	-21	-6	13	-1	-4	3	4	4	0.7	COc1cc(/C=C/C(=O)OCC(=O)c2c(N)n(C)c(=O)n(C)c2=O)ccc1O
43	-2	2	2	-4	3	1	1	15	-1.2	Cc1ccccc1NS(=O)(=O)c1cc2c3c(c1)C(C)C(=O)N3CCC2 (configuration not stated)
44	14	-1	2	-3	-1	3	-11	-2	-3.7	Cc1ccccc1/C=N/n1c(COc2ccccc2)n[nH]c1=S
45	/	8	4	0	-5	1	7	-4	/	CCCC(=O)N1CCCC1(C)C(=O)Nc1ccc2nc(C)ccc2c1 (configuration not stated)
46	-24	1	6	3	-3	0	-14	2	4.6	CCOC(=O)c1c(NC(=O)Cn2nc(C(=O)O)c3ccccc3c2=O)sc2c1CCC(C)C2 (configuration not stated)
47	0	21	1	-1	-4	1	3	13	-2.7	CCOC(=O)c1cccc(NC(=O)CCn2cccc2)c1
48	3	3	0	0	-2	3	4	13	-3.0	O=C(CCCC(=O)N1CCN(c2ccccc2F)CC1)c1ccccc1
49	-1	-4	4	-4	-7	0	-4	4	0.5	Cc1cc(NS(=O)(=O)c2ccc(NC(=O)/C=C/c3ccccc3Cl)cc2)no1
50	-52	-1	-9	-2	-3	3	-6	5	-3.6	Brc1ccc2c(c1)C(c1cccnc1)=NNC(c1cccs1)=N2
51	-4	6	7	-5	-4	0	6	11	-0.5	CCN(CC)CCOc1cc2c(nn1)Oc1ccccc1N2C
52	4	1	3	0	2	0	3	8	0.1	CC1(O)C(=O)c2ccccc2N(c2ccccc2)C1=O (configuration not stated)
53	-2	-5	-2	1	5	1	14	-1	-3.2	O=C(Nn1cnnc1)c1ccc([N+](=O)[O-])cc1Cl
